High-throughput results (PubChem)
A-T KAP1 phos – qHTS Assay for Identifying a Potential Treatment of Ataxia-Telangiectasia; […] A-T fibroblasts, KAP-1 phosphorylation AlphaLISA; neocarzinostatin DNA damage 30 min before lysis; Potency, µM (titrated, usually from 57.5 µM), for the others: at the highest dose activation, most hits filed as activators; 320,000 compounds, 0.19% hits; AID 485349, 2010; further: potency means the concentration at half of the fitted maximal effect; % of control where 0% means no effect; nearly all actives have a fitted effect of over 45% in size
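hTERT-immortalized A-T patient fibroblasts ([…]), 500 cells/well in OPTI-MEM, 1% FBS, got compounds for 60 min, then NCS for 30 min at 37C. Lysates were then assayed for phospho-KAP-1 by AlphaLISA (anti-pKAP1 donor, anti-KAP1 acceptor beads), 6 hr at 25C.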
TCR act – Activators of T cell receptors: qHTS campaign; 330,000 tested, under 10 active; primary human leukocytes, anti-CD3, IL-2 HTRF, 48 h; Potency, µM (top dose mostly 9.22 µM), inactives show at the top dose activation of IL-2 secretion, usual class: activators; further: % of control where 0% means no effect
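Primary human leukocytes incubated 48 hr with anti-CD3 beads plus compound, without co-stimulation. Secreted IL-2 measured by HTRF (europium cryptate/d2 anti-IL-2 pair, 320 nm excitation, 665 nm emission).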
BCR signal inh – qHTS Assay to Find Inhibitors of Chronic Active B-Cell Receptor Signaling; 340,000 compounds, 0.05% hits; Potency, µM (titrated, usually from 46.1 µM), for inactives: at the top dose ratio change, negative = lower green/red ratio, most hits filed as inhibitors; ABC-DLBCL IkBa-CBG/CBR reporter, luminescence ratio, 4 h; active means well fitted inhibition curve with a large enough effect in the signal ratio, with a control signal flat, not every such curve was filed as active; inconclusive means small, poorly fitted or top-dose-only effect, or effect the other way, or a change in a side signal; the % refers to the signal ratio;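 further: potency means the concentration at half of the fitted maximal effect; plate controls were basal doxycycline-induced cells for no effect and cells given 10 µM MG132 for full effect; MG132 reads +100%, hits lower the ratio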
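Cell line TMD8 (human ABC DLBCL), stably expressing tet-inducible CBG68-IkBa fusion and CBR; IMDM/0.5% FBS; cpd up to 46 uM; dox induction, 4 h, 37C/5% CO2; dual luminescence; green/red ratio; MG132 control.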
Coupling enz – qHTS Assay for Inhibitors of Fructose-1,6-bisphosphate Aldolase from Giardia Lamblia: Coupling assay counterscreen; coupling enzyme system counterscreen, AmpLite Red fluorescence; activity change, negative = inhibition, % at 58.2 µM, hits read low; 290,000 compounds, 0.67% hits; in the data active means activity change below about -30%; further: on the % scale 0 is the no-effect control and ±100 the full control effect
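Coupling enzymes only (glyceraldehyde-3-phosphate) + compound, at 57.5 uM final, 10 min RT; add substrate/coupling/AmpLite Red mix, 20 min RT; fluorescence ex 525/em 598 nm. Actives flag coupling-system interference.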
GALK inh – qHTS Assay for Inhibitors of Human Galactokinase (GALK); P51570; 270,000 compounds, 0.007% hits; Potency, µM (top dose mostly 57.5 µM), for inactives: at the highest dose activity change, negative = inhibition, most hits filed as inhibitors; AID 1868, 2009; Purified GALK, Kinase-Glo residual ATP luminescence; further: potency means the concentration at half of the fitted maximal effect; on the % scale 0 is the no-effect control and ±100 the full control effect
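Quantitative HTS: GALK 5 nM, ATP 35 uM, galactose 100 uM, 1 h room temperature, then luciferase-based ATP detection.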
Giardia killer – Small Molecules that selectively kill Giardia lamblia: qHTS. Giardia lamblia trophozoite viability. 340,000 compounds, 0.15% hits. activity change, % at 7.66 µM, hits read low. AID 540267, 2011; in the data active means activity change below about -80%; inconclusive means between about -30% and that limit;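 further: parasites exposed to compound for two days anaerobically before the ATP read; on the % scale 0 is the no-effect control and ±100 the full control effect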
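Trophozoites 100 cells/well + cpd; 48 hrs, 37 deg C, anaerobic. ATPLite 1-Step added, 15-30 min RT, luminescence read (ATP-based viability).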
hERG WT inh – qHTS for Inhibitors of KCHN2 3.1: Wildtype qHTS; U2OS, BacMam KCNH2, thallium flux FluxOr; active compounds read low; AID 720551, 2013; 340,000 compounds, 0.37% hits; activity change, % at 1.84 µM;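 active means maximum activity change below -70%; inconclusive means maximum activity change between -70% and -50%; inactive means maximum activity change above -50%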; further: on the % scale 0 is the no-effect control and ±100 the full control effect
Target sequence (Q12809 whole entry, looked up): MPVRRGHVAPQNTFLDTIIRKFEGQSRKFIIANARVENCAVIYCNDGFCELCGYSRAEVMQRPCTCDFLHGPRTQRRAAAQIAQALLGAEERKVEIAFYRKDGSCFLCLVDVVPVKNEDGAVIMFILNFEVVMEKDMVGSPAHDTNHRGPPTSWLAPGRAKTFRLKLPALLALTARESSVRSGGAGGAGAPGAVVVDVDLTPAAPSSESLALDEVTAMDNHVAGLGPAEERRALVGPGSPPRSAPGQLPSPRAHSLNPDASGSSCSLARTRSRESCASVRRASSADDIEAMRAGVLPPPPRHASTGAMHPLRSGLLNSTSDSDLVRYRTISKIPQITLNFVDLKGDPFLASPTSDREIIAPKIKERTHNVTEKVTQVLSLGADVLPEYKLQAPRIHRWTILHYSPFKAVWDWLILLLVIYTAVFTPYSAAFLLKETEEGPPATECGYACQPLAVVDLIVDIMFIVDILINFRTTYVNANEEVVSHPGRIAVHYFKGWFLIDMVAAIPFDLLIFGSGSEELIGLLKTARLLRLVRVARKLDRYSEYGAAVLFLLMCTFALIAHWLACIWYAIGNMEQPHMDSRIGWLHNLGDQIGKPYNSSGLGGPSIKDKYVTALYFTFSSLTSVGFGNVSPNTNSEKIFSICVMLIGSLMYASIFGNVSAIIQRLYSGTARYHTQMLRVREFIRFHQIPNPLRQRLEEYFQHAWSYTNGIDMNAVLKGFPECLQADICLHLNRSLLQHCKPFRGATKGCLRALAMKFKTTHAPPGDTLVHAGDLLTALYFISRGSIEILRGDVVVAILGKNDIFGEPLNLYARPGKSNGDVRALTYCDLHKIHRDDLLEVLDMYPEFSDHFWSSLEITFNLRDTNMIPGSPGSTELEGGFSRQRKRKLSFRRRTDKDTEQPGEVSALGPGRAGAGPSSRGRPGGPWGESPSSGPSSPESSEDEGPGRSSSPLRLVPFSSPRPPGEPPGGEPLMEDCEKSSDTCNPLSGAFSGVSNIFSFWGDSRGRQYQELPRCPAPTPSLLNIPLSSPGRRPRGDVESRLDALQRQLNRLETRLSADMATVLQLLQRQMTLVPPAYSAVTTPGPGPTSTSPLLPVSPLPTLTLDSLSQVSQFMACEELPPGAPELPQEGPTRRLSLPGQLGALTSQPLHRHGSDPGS
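U2OS cells transduced with wild-type KCNH2 virus are loaded with FluxOr dye for 45 min, and thallium flux is measured in kinetic reads before and after stimulation buffer. Rate constants are normalized to DMSO controls.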
TSHR antag – Antagonists of the Thyroid Stimulating Hormone Receptor: HTS campaign; Thyrotropin receptor (Homo sapiens), P16473; activity change, negative = inhibition, % at 11.5 µM; TSHR-expressing cells, TSH-stimulated cAMP HTRF, 2 h; active compounds read low; 330,000 compounds, 0.2% hits;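 active means activity change below a set negative limit, meaning inhibition stronger than a set level, cut at about -70% in these data; inconclusive means activity change between two set negative limits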; further: on the % scale 0 is the no-effect control and ±100 the full control effect
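Cell-based HTRF cAMP assay; TSHR cells + compound, TSH EC80 (4nM final), 2 h, 37 deg C. Lysis with anti-cAMP cryptate and cAMP-d2, 30 min RT, read 665/620 nm.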
CXXC DNA block – qHTS Fluorescence Polarization Assay for Inhibitors of MLL CXXC domain - DNA interaction; Histone-lysine N-methyltransferase 2A (Homo sapiens), Q03164; MLL-CXXC / FITC-HOXA9 DNA fluorescence polarization; Potency, µM (top dose mostly 115 µM), for inactives: at the top dose activity change, negative = inhibition, usual class: inhibitors; 290,000 compounds, 0.037% hits; AID 2662, 2010; active means well fitted inhibition curve with a large enough effect in the polarisation, with a control signal flat, not every such curve was filed as active; inconclusive means small, poorly fitted or top-dose-only effect, or effect the other way, or a change in a side signal; inactive means no such curve, though single readings can be large or run the other way; the % refers to the polarisation; further: potency means the concentration at half of the fitted maximal effect
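Steps: dispense CXXC domain solution (7 uM) → pin compounds or unlabeled HOX-A9 DNA control → 5 min ambient → add FLSN-HOX-A9 solution (50 nM) → spin → 30 min ambient → fluorescence polarization. Tris pH 7.5/NaCl/DTT/BSA buffer.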
Tb PFK block – qHTS Assay to Find Inhibitors of T. brucei phosphofructokinase; T. brucei PFK, ADP-Glo luminescence; ATP-dependent 6-phosphofructokinase (Trypanosoma brucei brucei), O15648; 330,000 compounds, 0.17% hits; Potency, µM (doses to about 57.5 µM), for the others: at the highest dose activity, negative = inhibition, most hits filed as inhibitors;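 further: potency means the concentration at half of the fitted maximal effect; 0% = uninhibited 1x PFK enzyme wells and -100% = no-enzyme wells; nearly all actives have a fitted effect of over 60% in size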
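Luminescent ADP detection (ADP-Glo, two-step: ATP depletion then ADP-to-ATP conversion for luciferase) reported PFK activity after 45 min room-temperature reaction of 1.25 nM enzyme with 0.5 mM F6P and 0.1 mM ATP at pH 8.0.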
* = called active by the depositor; ? = inconclusive; / = no result given; [ ] = another dose, or the depositor's remark. Unless noted, the call rests on the fitted dose curve; in most records, active means well fitted curve in the direction sought with a large enough effect; inconclusive means small, poorly fitted or top-dose-only effect, or another doubt; inactive means no such curve, though single readings can be large; an effect the other way counts as inactive or inconclusive.

SMILES	A-T KAP1 phos	TCR act	BCR signal inh	Coupling enz	GALK inh	Giardia killer	hERG WT inh	TSHR antag	CXXC DNA block	Tb PFK block
CC(=O)CC[C@@H](C)O[C@@H]1OC(C)[C@H](O)CC1O (stereo partly drawn)	-9.2%	-1.6%	-7.2%	/	/	12.2	2.6	6.0	/	-6.0%
CC(=O)Nc1ccc(/C=C2\Sc3ccccc3C2=O)cc1	11.5%	-0.6%	-2.0%	3.5	1.1%	11.4	-2.9	0.0	0.0%	2.0%
COc1ccc(NC(=O)C(c2ccccn2)N(C(C)=O)c2ccc(C)cc2)cc1 (stereo not drawn)	4.4%	1.3%[46.1 µM]	-0.4%	2.2	0.9%	7.2	-6.4	7.5	4.7%	-14.4%
CCC(C)OC(=O)C1=C(C)NC2=C(C(=O)C(C(=O)OC)C(C)C2)C1c1ccc(N(C)C)cc1 (stereo not drawn)	-6.2%	-7.5%	6.2%	-5.4	0.0%	-9.8	-0.2	3.7	3.3%	-4.8%
C=CCNC(=O)N1CCC(CO)(Cc2ccc(Cl)cc2)CC1	-1.7%[11.5 µM]	2.4%	-2.8%	-1.0	4.0%	-9.8	0.2	13.0	0.5%	-1.6%
CC(C)CNC(=O)C(=O)Nc1cc2c3c(c1)CCC(=O)N3CCC2	-0.4%	2.1%	0.6%	/	2.7%	30.8[activator]	6.4	9.4	13.7%	0.1%
CCCCN(C)C(=O)c1cc2c(Cl)nc3ccccc3c2s1	8.4%	2.6%	4.1%	-2.1	0.7%	-10.0	-4.6	-10.8	-2.3%	-9.5%
COc1c(F)c(F)c(C(=O)Nc2c(C)cc(Br)cc2C)c(F)c1F	-2.8%	4.4%	1.5%	0.0	-1.6%	-18.7	-4.3	1.6	?	0.6%
CC/C(=N\NC(=S)NC(C)C)c1ccc(OC(F)F)cc1	0.0%	2.7%	22.4µM*	-1.5	0.6%	-3.4	1.5	-3.9	-1.6%	-9.4%
COc1ccc(C2=NN(Cc3ccccc3)C3C(=O)NC(=O)C23)cc1 (stereo not drawn)	6.2%	1.9%	-0.7%	0.4	3.9%	-10.2	-7.2	12.6	-4.4%	-26.1%
Cc1ccc(OCc2nnc(SCC(=O)N3C(C)CCCC3C)o2)cc1 (stereo not drawn)	0.4%	-3.9%	18.2%	1.0	-2.2%	-10.1	2.6	-7.7	5.9%	3.0%
COc1ccc(C(=O)Nc2sc(C)c(C)c2CN2CCOCC2)cc1	6.9%	2.9%[46.1 µM]	?	-0.5	/	2.1	-3.9	8.6	-7.4%	1.8%
Nc1ncc(S(=O)(=O)c2ccc(Cl)cc2)c(N)n1	-1.0%	-55.5%	-8.0%	-0.2	-4.0%	-4.2	4.7	-5.4	1.3%	1.2%
CNCCC=C1c2ccccc2C=Cc2ccccc21	/	7.5%	/	1.8	/	-3.3	6.4	/	/	/
O=C(OCC(=O)N1CCN(S(=O)(=O)c2ccc(Cl)cc2)CC1)c1cccc(OC(F)F)c1	2.2%	2.8%	-8.0%	/	/	-2.1	20.9	8.6	/	0.8%
O=C(NC(Nc1nc2ccc([N+](=O)[O-])cc2s1)(C(F)(F)F)C(F)(F)F)c1cccnc1	0.5%	-4.5%[46.1 µM]	?	6.4	-0.1%	-0.5	-0.3	?	23.8%	-6.2%
Cc1ccc(S(=O)(=O)Nc2ccc3c(c2)nc(C)n3C)cc1	9.5%	4.5%	3.7%	0.1	-1.2%	7.4	1.2	13.7	0.8%	5.2%
O=C(CCc1ccccc1)NNC(=S)Nc1ccc(F)cc1	0.5%	/	-0.9%	1.8	0.3%	1.6	12.2	-2.9	3.4%	-1.8%
CC(C)(C)OC(=O)N/N=C/c1cccn1-c1ccc([N+](=O)[O-])cc1	-1.6%	-1.7%	0.0%	0.8	-0.7%	4.9	2.9	-5.5	-3.1%	-2.2%
C[C@H](CO)N1C[C@H](C)[C@@H](CN(C)Cc2ccncc2)Oc2ccc(NC(=O)CCCCCC(=O)Nc3ccccc3N)cc2C1=O	6.0%	7.7%	-1.1%	/	/	7.2	10.1	-4.3	/	-0.8%
O=C(CN1CCN(S(=O)(=O)c2ccc(Br)cc2)CC1)N/N=C/c1ccc(Cl)c([N+](=O)[O-])c1	-4.7%	4.4%[46.1 µM]	?	-3.6	1.3%	9.1	17.2	-6.9	-3.7%	-0.4%
COc1cccc(NC(=O)CC2C(=O)NCCN2C(=S)Nc2ccc(F)cc2)c1 (stereo not drawn)	-0.4%	-3.9%	-4.5%	-0.4	-0.5%	-4.5	-3.6	-1.9	12.9%	12.0%
CCCCNc1nc(Nc2ccc(C)c(Cl)c2)c2cnn(C)c2n1	4.3%	-0.2%	?	-6.4	4.1%	2.8	2.8	-2.2	5.9%	-10.4%
C=CCc1ccccc1OCC(=O)O	16.9%	6.6%	0.5%	1.5	0.5%	-21.3	3.4	40.3	-3.8%	-16.7%
CCS(=O)(=O)c1ccc(O)c(NC(=O)COc2ccc(OC)cc2)c1	-1.0%	-8.9%[46.1 µM]	5.1%	9.1	/	-11.6	-4.4	-4.1	-17.7%	2.0%
CCN(CC(=O)Nc1ccccc1OC)C(=O)CN1C(=O)NC(C)(c2ccccc2)C1=O (stereo not drawn)	3.1%	4.1%	?	/	/	3.0	-25.4	-19.4	/	-1.4%
CN(C)C(=O)c1c2c(nc3ccccc13)-c1ccccc1CC2	1.3%	-0.2%	1.6%	-2.1	-1.1%	-11.8	-11.6	6.7	0.5%	3.8%
CCCCCCSc1nsc(N)n1	/	-4.3%	/	0.3	-0.4%	9.7	-4.7	/	-3.6%	/
COn1c2c(c3c4nonc4ccc31)CCCC2	12.5%	3.3%	29.9%	-42.9*	-2.3%	-7.9	-5.0	8.7	3.9%	-5.6%
CC(=O)c1cccc(NC(=O)CN2CCc3cc4c(cc3C2)OCCCO4)c1	-0.4%	-7.0%	-13.5%	2.1	/	10.8	4.7	1.1	3.7%	-0.2%
O=C(CN(C(=O)CCC(=O)Nc1ccccn1)c1ccc2c(c1)OCO2)NCc1ccco1	3.0%	-1.0%	1.0%	0.0	-1.0%	-17.8	1.5	-16.9	13.1%	-7.3%
CC(=O)N1CCN(C(=O)c2cc(S(=O)(=O)Nc3ccc(S(C)(=O)=O)cc3)ccc2Cl)CC1	-2.1%	8.9%	-4.1%	0.4	3.2%	-19.6	-4.5	11.8	1.2%	0.3%
CCCS(=O)(=O)c1ccc(COC(=O)c2ccc(NC(C)=O)cc2)cc1	3.0%	10.7%	-2.7%	2.1	-2.5%	-12.5	-0.8	-4.5	4.3%	-1.8%
CC(=O)c1ccc2c(c1)N(C)c1ccccc1S2	0.9%	-4.0%[46.1 µM]	?	1.7	1.4%	13.3	-14.5	14.6	2.6%	-0.1%
COC(=O)c1ccc2c(=O)n(CCCN3CCOCC3)c(=S)[nH]c2c1	3.9%	-2.4%	8.2%	3.4	-2.0%	-14.8	3.6	-2.2	6.9%	-10.6%
O=C(Cn1cc(C(=O)C2CC2)c2ccccc21)Nc1ccccc1Cl	-4.1%	2.3%	2.6%	3.4	5.1%	-3.1	21.7	2.9	3.0%	-0.9%
CCc1nc(SCC(=O)Nc2cc(C)on2)n[nH]1	1.1%	-6.7%	5.7%	3.9	-1.5%	8.4	-12.5	7.8	8.1%	-0.2%
COc1cc(Br)c(S(=O)(=O)Nc2c(C)n(C)n(-c3ccccc3)c2=O)cc1OC	-0.5%	3.2%	1.8%	0.8	-2.8%	27.8	-25.6	9.2	4.3%	-14.1%
COc1ccc(N2C(=O)C(O)C2c2ccc(C)cc2)cc1 (stereo not drawn)	-2.2%	1.3%[46.1 µM]	3.1%	1.0	3.3%	-7.1	1.3	3.0	-3.7%	2.6%
Cc1ccc(-c2cc(C(=O)NCCN3CCOCC3)no2)cc1	5.3%	/	-2.7%	0.9	0.1%	-19.0	10.6	4.7	1.2%	-0.6%
CC[C@@H](C)[C@H](NC(=O)CCc1c(C)c2cc3c4c(oc3c(C)c2oc1=O)CCCC4)C(=O)O	-5.6%	1.6%	?	0.5	-0.5%	7.3	-4.9	-6.7	2.9%	-1.9%
